ABCB1 inh: inhibitors of human ABCB1 transporter, ABCG2 counter-screen. P08183. CCRF-Adr cells, JC-1 efflux, flow cytometry. inhibition, % at 6.6 µM. hit rate 0.067% among 190,000. AID 1326; in the data active = inhibition above about 40%;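 note: 0% = vehicle and 100% = reference inhibitor; higher value means more JC-1 retained so stronger ABCB1 efflux block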
GSH bead fluor: compound fluoresces at 488/530 nm on GSH beads | hit rate 0.25% among 190,000 | GSH beads flow cytometry, compound fluorescence 488/530 nm; active compounds read high | fluorescence (KMESF) at 10 µM; in the data active = fluorescence above about 89;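 note: glutathione beads carrying GST-tagged Bcl family fusion proteins plus one bare bead set; values are compound well signal with DMSO vehicle wells as background; inactives centre near 16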
RGS7-Gao: regulators of human RGS7-Galphao interaction; P09471; Multiplexed bead flow cytometry, RGS7-Galphao binding; actives lie on both sides; binding response (% of control), % at 10 µM; hit rate 0.35% among 220,000; AID 1439; in the data active = binding response below about 49% or above about 150%; inconclusive = no clear call, values can overlap the other calls; inactive = in between;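 note: fluorescent Galphao held in activated GDP-AlF4 state binding bead-coupled RGS7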
Target sequence (P09471 whole entry, looked up): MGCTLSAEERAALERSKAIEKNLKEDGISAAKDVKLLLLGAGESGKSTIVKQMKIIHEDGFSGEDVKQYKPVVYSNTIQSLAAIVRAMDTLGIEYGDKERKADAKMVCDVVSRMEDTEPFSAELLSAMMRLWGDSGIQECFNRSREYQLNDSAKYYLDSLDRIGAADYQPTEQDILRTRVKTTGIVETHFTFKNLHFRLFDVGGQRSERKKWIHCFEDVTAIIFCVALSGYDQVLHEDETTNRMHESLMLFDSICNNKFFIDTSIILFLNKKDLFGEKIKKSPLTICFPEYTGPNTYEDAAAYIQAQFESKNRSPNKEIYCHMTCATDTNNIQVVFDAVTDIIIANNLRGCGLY
Bcl-B Bim block: inhibitors of Bim-Bcl-B interaction, human | Q9HD36 | bead-based flow cytometry, Bim peptide-Bcl-B binding | inhibition, % at 10 µM | hit rate 0.073% among 190,000 | AID 951;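 note: 0% = tracer peptide without compound and 100% = reference inhibitor peptide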
Bcl-2 Bim block: inhibitors of Bim-Bcl-2 interaction, human | P10415 | Bead-based flow cytometry, Bim peptide-Bcl-2 binding | inhibition, % at 10 µM | hit rate 0.06% among 190,000 | AID 950; in the data active = inhibition above about 40%; inconclusive = no clear call, values can overlap the other calls;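 note: 0% = no compound wells with probe peptide and 100% = reference peptide inhibitor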
Bfl-1 Bim block: inhibitors of Bim-Bfl-1 interaction, human; hit rate 0.12% among 190,000; AID 1008; Q16548; inhibition, % at 10 µM; Bead-based flow cytometry, Bim-Bfl-1 binding inhibition;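 note: 0% = wells without compound plus tracer and 100% = blocker peptide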
Bcl-XL Bim block: disrupts Bim peptide binding to human Bcl-XL | Q07817 | bead flow cytometry, fluorescence | inhibition, % at 10 µM | hit rate 0.04% among 190,000 | AID 1007
ABCG2 block: human ABCG2 inhibition, ABCB1 as counter-screen. Q9UNQ0. IgMXP3 cells, JC-1 efflux, flow cytometry. inhibition, % at 6.6 µM. hit rate 0.1% among 190,000. AID 1325;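 active = inhibition above 80%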;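 note: 0% = DMSO and 100% = nicardipine control wells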
Target sequence (Q9UNQ0 whole entry, looked up): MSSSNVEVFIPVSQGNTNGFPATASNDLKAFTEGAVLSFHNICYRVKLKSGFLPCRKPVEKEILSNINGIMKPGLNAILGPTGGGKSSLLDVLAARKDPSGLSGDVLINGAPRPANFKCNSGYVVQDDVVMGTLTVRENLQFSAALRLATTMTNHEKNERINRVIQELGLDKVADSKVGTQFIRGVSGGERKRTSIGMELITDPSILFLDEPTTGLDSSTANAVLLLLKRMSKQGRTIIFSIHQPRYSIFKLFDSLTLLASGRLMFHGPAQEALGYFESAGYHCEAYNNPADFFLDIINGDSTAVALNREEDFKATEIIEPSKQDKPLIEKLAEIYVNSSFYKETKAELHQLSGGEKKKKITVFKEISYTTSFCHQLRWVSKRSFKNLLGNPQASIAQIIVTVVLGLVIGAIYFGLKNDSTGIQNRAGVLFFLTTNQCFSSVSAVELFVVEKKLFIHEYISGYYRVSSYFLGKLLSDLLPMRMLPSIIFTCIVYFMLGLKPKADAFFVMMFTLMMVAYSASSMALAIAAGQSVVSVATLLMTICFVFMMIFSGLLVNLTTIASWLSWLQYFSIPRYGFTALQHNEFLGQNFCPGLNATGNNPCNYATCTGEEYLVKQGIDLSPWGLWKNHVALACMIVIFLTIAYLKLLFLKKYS
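Test system: IgMXP3 (ABCG2) plus far-red-tagged CCRF-Adr (ABCB1) cells / Amount: 3 million cells/mL in well / Reagent: JC-1 transporter substrate / Timing: 10 min compound exposure, 25 °C / Signal: flow cytometry, 530 nm JC-1 signal / Read-out: percent efflux inhibition, scaled nicardipine 100% to DMSO 0% / Benchmarks: nicardipine as high control, DMSO as low control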
Bim-Bcl-W: inhibitors of Bim-Bcl-W interaction, human | inhibition, % at 10 µM | hit rate 0.02% among 190,000 | bead-based flow cytometry, Bim peptide-Bcl-W binding | AID 952;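 note: 0% = bound tracer without compound and 100% = peptide blocker; higher means less fluorescent Bim peptide bound to Bcl-W beads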
Avidin fluor: compound fluoresces at 488/530 nm on avidin beads; AID 1775; hit rate 0.38% among 220,000; fluorescence (KMESF) at 10 µM; compound fluorescence 488/530 nm, flow cytometry; active compounds read high; in the data active = fluorescence above about 47; note: inactives centre near 10
RGS4-Gao reg: modulates binding of RGS4 to human Galphao | P09471 | hit rate 0.33% among 220,000 | AID 1415 | binding response (% of control), % at 10 µM | Multiplexed bead flow cytometry; actives lie on both sides; in the data active = binding response below about 49% or above about 150%; inactive = in between;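 note: fluorescent Galphao activated with aluminum fluoride binding bead-coupled RGS4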
An asterisk follows results filed as active; ? = inconclusive; . = not tested or not shown. Cut-off read from the data, not from the text of the source, unless noted: active = inhibition above about 40%.

SMILES	ABCB1 inh	GSH bead fluor	RGS7-Gao	Bcl-B Bim block	Bcl-2 Bim block	Bfl-1 Bim block	Bcl-XL Bim block	ABCG2 block	Bim-Bcl-W	Avidin fluor	RGS4-Gao reg
Cc1cccc(NC(=S)N/N=C(\c2ccccc2)C(C)C)c1	-0.1	21	106	-1	-1	-5	-2	0	1	10	105
COCCN(CC(=O)NCC1CCCO1)C(=O)CCC(=O)Nc1cc(C)ccn1 (stereo unspecified)	0.0	20	102	-1	12	-2	4	0	1	19	92
COc1ccc(-n2c(C)nc(=O)c(-c3ccccc3)c2C)cc1	0.7	24	103	-10	-4	-5	-7	1	-6	6	103
COCCNC(=O)c1sc2nc(-c3ccccc3)cn2c1C	1.0	18	104	-3	-1	0	1	12	-1	16	107
c1ccc(-c2n[nH]c(-c3ccccn3)n2)cc1	0.0	25	100	-7	-15	-19	-13	12	0	14	100
CCOC(=O)C1=C(C)N(c2ccc(C)c(C)c2)C(=O)/C1=C\c1ccco1	4.2	31	93	-2	-1	-7	-4	19	-2	9	99
Cn1ncnc1SCc1cn2cccnc2n1	1.3	13	109	-5	-2	-4	-5	1	-3	11	109
CC1CCCN(c2ccc(C(=O)OCn3nnc4ccccc4c3=O)cc2[N+](=O)[O-])C1 (stereo unspecified)	1.4	16	110	-6	-12	-18	-1	5	-1	23	108
C=CCn1c(CNC(=O)c2ccco2)nnc1SCC(=O)N1c2ccccc2Sc2ccccc21	0.4	49	101	-7	-8	-11	-6	3	3	9	101
CC(=O)c1c(C)[nH]c(C(=O)Nc2cc(C)ccc2C)c1C	0.8	24	101	6	10	11	12	7	7	4	102
Nc1c(Cl)nc(-c2ccccc2)nc1Cl	0.1	21	101	-5	-3	-4	-3	0	-1	30	102
Cc1cc(C)nc(SCC(=O)c2cc3ccccc3oc2=O)n1	0.7	35	102	-16	-9	-6	-9	8	-2	12	100
Cc1cc(N2CCN(C)CC2)nc2ccc(NC(=S)NCc3cccs3)cc12	-0.5	19	?	-8	-3	0	-6	0	0	10	102
COc1cccc2cc(-c3nc(-c4cccs4)cs3)c(=O)oc12	-0.1	20	106	-9	7	-9	2	0	10	6	105
Cn1c(CNC(=O)c2ccccc2F)nnc1SCc1nc2ccccc2c(=O)[nH]1	0.3	23	103	-3	-3	-5	-3	1	-1	14	102

Taken from above.
`COc1ccc(-n2c(C)nc(=O)c(-c3ccccc3)c2C)cc1` in RGS4-Gao reg is listed with 103
`Cn1ncnc1SCc1cn2cccnc2n1` in Bcl-B Bim block is listed with -5
`Cc1cccc(NC(=S)N/N=C(\c2ccccc2)C(C)C)c1` in Avidin fluor is listed with 10

Remaining list, next part.
SMILES	ABCB1 inh	GSH bead fluor	RGS7-Gao	Bcl-B Bim block	Bcl-2 Bim block	Bfl-1 Bim block	Bcl-XL Bim block	ABCG2 block	Bim-Bcl-W	Avidin fluor	RGS4-Gao reg
O=C(NCCc1ccc(F)cc1)N1CCOCC1	2.7	35	100	-6	-11	-14	-4	29	-1	13	98
COc1ccc(Nc2nnc(SCC(=O)/C=C3/N(C)c4ccccc4C3(C)C)s2)cc1	10	6	97	-6	0	0	-6	20	-2	15	99
COc1ccc(C2NC3=C(CCCC3)C(C#N)(C#N)C2(C#N)C#N)cc1 (stereo unspecified)	-0.1	14	102	-5	3	5	-3	0	0	15	95
O=C(O)CCc1nnc(SCC(=O)Nc2ccc(Br)cc2)[nH]c1=O	-0.2	10	104	-1	-1	-9	-3	0	-1	27	106
O=C(c1cccc(-n2cnnn2)c1)N1CCOCC1	0.4	16	103	0	-1	-1	-1	1	-1	31	102
O=C(O)c1cccc(S(=O)(=O)N2Cc3ccccc3C2)c1	1.1	30	98	-7	-3	-5	-4	6	-6	5	96
N#Cc1ccccc1CN1C(=O)S/C(=C/c2cccn2-c2cccc(C(=O)O)c2)C1=O	0.1	7	102	10	11	4	0	0	2	34	104
CC(OC(=O)c1ccc(Cl)c(S(=O)(=O)N2CCc3ccccc32)c1)C(=O)Nc1ncc(Cl)cc1Cl (stereo unspecified)	0.8	21	96	-13	-10	-18	-15	4	-8	12	99
S=C(Nc1ccc(Br)cc1)N1CCN(C2CCCCC2)CC1	-0.3	27	100	-10	-8	-7	-2	-3	-1	12	101
CCc1nnc(NC(=O)NC(C)(C)C)s1	0.4	33	99	-11	-8	-16	-7	12	-1	14	99
CN1CCN(c2ccc(S(=O)(=O)N3CCCCC3)cc2NC(=O)c2ccc(C#N)cc2)CC1	0.2	17	98	-13	-4	-7	-18	1	-11	3	103
Cc1cc(F)ccc1NCc1ccc([N+](=O)[O-])cc1	0.5	12	100	-2	2	-5	1	13	-1	10	96
Nc1cc(C(F)(F)F)cc2c1SCC(=O)N2	0.4	11	100	-7	-1	0	-4	2	-3	5	108
CCOC(=O)C1CCN(C(=O)COc2ccc(Cl)cc2Cl)CC1	2.1	29	102	-7	-9	-15	-4	15	0	13	101
CCOC(=O)Cn1nc(C)c(NC(=O)CCc2ccccc2)c1C	1.1	13	100	0	-1	-3	-1	5	4	12	100

Pulled by structure from above, four records:
SMILES	ABCB1 inh	GSH bead fluor	RGS7-Gao	Bcl-B Bim block	Bcl-2 Bim block	Bfl-1 Bim block	Bcl-XL Bim block	ABCG2 block	Bim-Bcl-W	Avidin fluor	RGS4-Gao reg
CN1CCN(c2ccc(S(=O)(=O)N3CCCCC3)cc2NC(=O)c2ccc(C#N)cc2)CC1	0.2	17	98	-13	-4	-7	-18	1	-11	3	103
COc1ccc(-n2c(C)nc(=O)c(-c3ccccc3)c2C)cc1	0.7	24	103	-10	-4	-5	-7	1	-6	6	103
Cc1cc(C)nc(SCC(=O)c2cc3ccccc3oc2=O)n1	0.7	35	102	-16	-9	-6	-9	8	-2	12	100
CCOC(=O)Cn1nc(C)c(NC(=O)CCc2ccccc2)c1C	1.1	13	100	0	-1	-3	-1	5	4	12	100

(more compounds)
SMILES	ABCB1 inh	GSH bead fluor	RGS7-Gao	Bcl-B Bim block	Bcl-2 Bim block	Bfl-1 Bim block	Bcl-XL Bim block	ABCG2 block	Bim-Bcl-W	Avidin fluor	RGS4-Gao reg
CCCS(=O)(=O)Nc1c(C(=O)O)[nH]c2ccccc12	0.0	13	100	-5	-1	-3	-4	0	-3	36	100
O=C(Nc1ccccc1C(F)(F)F)c1cc(-c2cccc(O)c2)on1	0.4	32	105	-11	-11	-21	-10	16	-3	13	101
COc1ccc(NC(=O)CC2C(=O)N(c3ccc(OC)cc3)C(=O)N2CCN2CCN(C)CC2)cc1 (stereo unspecified)	0.1	38	99	-8	-7	-11	-4	0	-2	5	100
CC(C)C1Nc2c(C(=O)O)cccc2C(Nc2ccccc2C(=O)O)C1(C)C (stereo unspecified)	0.9	12	?	1	2	-2	2	5	3	9	101
COC(=O)c1[nH]c2cc(C)ccc2c1NC(=O)CN1CCCc2ccccc21	-0.3	25	93	-4	-3	0	-2	-2	-2	8	93
CCN(CC)c1ccc2c(C)c(Cl)c(=O)oc2c1	1.5	11	97	-1	-4	-6	0	20	-2	10	100
CCC[n+]1c(C)sc2c(OC)ccc(OC)c21	0.3	9	104	-4	6	3	-3	1	3	18	96
OC(COC(c1ccc(F)cc1)c1ccc(F)cc1)CN1CCc2ccccc2C1 (stereo unspecified)	1.4	18	111	-5	-9	-11	-7	10	-4	12	114
O=C(CSc1nc2ccccc2s1)Nn1cnnc1	0.4	51	102	-9	-7	-12	-19	3	2	7	102
Cc1ccsc1C(=O)Nc1ccc(O)c(-c2nc3ccccc3s2)c1	-0.5	16	98	-5	-1	0	-1	-1	-2	7	98
O=C(Nc1cc(S(=O)(=O)N2CCOCC2)ccc1N1CCCC1)c1ccc2c(c1)S(=O)(=O)c1ccccc1C2=O	0.6	9	103	-41	0	27	-9	-2	-2	10	99
COC(=O)CCSCc1cn2cc(Cl)ccc2n1	0.5	25	100	-1	-3	-2	-2	1	-4	12	101
CCc1ccc2c(c1)/C(=C/C(=O)c1cccs1)C(=O)N2	0.5	29	98	-9	-8	-15	-6	4	-1	12	100
CC(=O)Nc1ccc(NC(=O)COC(=O)C2(c3ccc(Cl)cc3)CCCC2)cc1	1.3	11	104	-5	-3	0	-5	0	-2	4	103
CCN(CC)C(=O)C1CCCN(Cc2sccc2C)C1 (stereo unspecified)	0.1	9	93	-2	-4	-2	-4	0	-1	11	101
CN1CCN(S(=O)(=O)c2ccc(Br)c3nsnc23)CC1	0.3	24	100	-4	-4	-6	1	2	0	30	102
O=C(NCCN1C(=O)C2C3C=CC(C3)C2C1=O)N1CCCCC1 (stereo unspecified)	-0.1	19	96	-1	-1	-4	-4	0	-1	7	95
NC1=NC(c2cccc(O)c2)n2c(nc3ccccc32)N1 (stereo unspecified)	-2.5	32	107	-9	-8	-9	-1	-3	-6	6	104
Cn1cnnc1SCC(=O)Nc1ccc(N2CCOCC2)cc1	-0.1	16	?	-4	-4	-5	-1	-1	0	9	102
O=C(c1ccco1)N1CCN(C(=O)c2ccccc2[N+](=O)[O-])CC1	-0.1	18	102	-2	-2	-3	-4	1	-2	5	99
COc1ccccc1NS(=O)(=O)c1cc(NC(=O)c2ccncc2)ccc1N1CCCC1	-0.1	13	119	-34	-4	12	-9	0	0	17	99
COc1cc(CNCCO)ccc1OCC(=O)Nc1ccc(Br)cc1	0.0	8	96	-4	-3	-5	0	2	1	9	97
O=S(=O)(N/N=C/c1ccccc1F)c1ccccc1	0.6	14	?	-1	-4	-4	-1	1	-3	0	22*
Cc1cccc(Nc2nc(N)nc(CC(=O)CSc3ccc(Cl)cc3)n2)c1	0.2	13	106	1	3	4	-1	36	-3	15	100
CCOC(=O)CSc1nc(N)c(C#N)c(CC(C)C)c1C#N	0.4	72	102	-2	-4	-6	0	1	-3	8	99
COc1cccc(NC(=O)CSc2nc(N)cc(N)n2)c1	-0.4	25	100	-6	-11	-14	-5	-5	-1	18	101
CCOC(=O)N1CC=C2C(C#N)=C(N)C(C#N)(C#N)[C@H](c3ccc(OC(C)C)c(OCC)c3)[C@H]2C1	1.6	47	103	-7	-12	-13	1	3	-3	12	108
c1ccc(-c2cnn3c(-c4ccccc4)c(-c4ccccc4)nc3n2)cc1	43*	42	119	.	?	.	.	172*	.	37	113
CCC(C)(c1ccc(C(=O)OC)s1)c1ccc(C(=O)OC)s1	0.8	27	102	-6	-6	-8	-2	5	0	17	103
O=C(Nc1ccc(Cl)c(C(F)(F)F)c1)NC1CC2CCCC(C1)N2Cc1ccccc1 (stereo unspecified)	1.5	12	99	-6	-1	-4	-2	6	-5	16	103
O=c1c2c(-c3ccc([N+](=O)[O-])cc3)csc2nc2n1CCC2	0.7	22	106	-8	8	6	0	7	0	23	104
COc1ccc(S(=O)(=O)N2CCCN(S(=O)(=O)c3ccc(OC)cc3C)CC2)c(C)c1	0.0	37	96	-8	-14	-17	-7	22	0	15	100
c1ccc2c(c1)CSc1sccc1C2=C1CCNCC1	0.1	10	101	-4	2	0	-2	1	-1	6	102
CCOC(=O)c1cc(CC)sc1NC(=O)c1ccc(N2C(=O)CCC2=O)cc1	0.8	15	107	-2	-4	2	-2	3	-1	14	108
COc1ccc(/C=N/Nc2nnc(C)n2N)cc1OC	1.6	15	102	6	2	3	0	2	2	9	110
COc1nc(-c2ccccc2)nc(C)c1CC(=O)O	0.4	17	100	-2	-2	-1	-3	1	0	11	96
CCN1CCN(CC(=O)N2c3ccccc3CC2C)CC1 (stereo unspecified)	0.0	18	97	-1	-6	-3	-5	1	-5	31	94
